DUSP3 inh – inhibitors of human VHR1 phosphatase (DUSP3). recombinant VHR phosphatase, pNPP absorbance. inhibition, % at 13.3 µM. hit rate 0.52% among 290,000. AID 1654; in the data active means inhibition above about 50%; further: some compounds called inactive have numbers as strong as hits
Target sequence (P51452 whole entry, looked up): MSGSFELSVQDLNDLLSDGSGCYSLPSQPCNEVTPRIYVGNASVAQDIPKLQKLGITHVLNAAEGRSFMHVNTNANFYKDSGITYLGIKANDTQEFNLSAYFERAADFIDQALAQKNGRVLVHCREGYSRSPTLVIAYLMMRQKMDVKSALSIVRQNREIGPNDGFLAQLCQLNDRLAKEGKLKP
Anthrax LF prot – inhibitors of Bacillus anthracis lethal factor protease; AID 588501; inhibition, % at 10 µM; hit rate 0.12% among 360,000; multiplex microsphere protease cleavage assay, LF; further: plate controls were buffer without enzyme for full effect and enzyme alone for no effect
Target sequence (P15917 whole entry, looked up): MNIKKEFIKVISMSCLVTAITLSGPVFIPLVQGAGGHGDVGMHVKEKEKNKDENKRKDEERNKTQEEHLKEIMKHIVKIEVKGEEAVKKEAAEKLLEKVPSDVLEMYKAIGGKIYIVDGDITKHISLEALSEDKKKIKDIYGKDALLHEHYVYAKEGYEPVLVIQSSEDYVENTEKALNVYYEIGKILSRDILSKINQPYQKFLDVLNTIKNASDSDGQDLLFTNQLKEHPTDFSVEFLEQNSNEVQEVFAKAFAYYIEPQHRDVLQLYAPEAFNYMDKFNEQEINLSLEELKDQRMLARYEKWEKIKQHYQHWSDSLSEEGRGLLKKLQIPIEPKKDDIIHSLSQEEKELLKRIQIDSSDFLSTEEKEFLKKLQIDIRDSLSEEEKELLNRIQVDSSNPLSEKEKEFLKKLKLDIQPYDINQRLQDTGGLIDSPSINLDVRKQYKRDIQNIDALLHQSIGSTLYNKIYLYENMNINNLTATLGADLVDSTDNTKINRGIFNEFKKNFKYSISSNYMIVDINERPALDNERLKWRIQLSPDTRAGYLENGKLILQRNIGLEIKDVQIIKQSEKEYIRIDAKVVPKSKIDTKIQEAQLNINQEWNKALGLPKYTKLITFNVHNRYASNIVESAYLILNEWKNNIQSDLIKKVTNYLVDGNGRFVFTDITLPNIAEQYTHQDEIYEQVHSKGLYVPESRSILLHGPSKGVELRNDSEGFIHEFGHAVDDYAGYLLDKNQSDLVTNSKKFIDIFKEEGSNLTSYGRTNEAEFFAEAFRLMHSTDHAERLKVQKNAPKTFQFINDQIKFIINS
SSB-PriA inh – blocks PriA binding to SSB C-terminal tail | inhibition, % at 33 µM | AlphaScreen SSBct-PriA binding, biotinylated peptide | hit rate 0.6% among 430,000; in the data active means inhibition mostly above about 37%, no sharp cut-off; inactive means mostly below about 20%;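 further: plate controls were negative control peptide for no effect and reference peptide for full effect; strong numbers were not always called active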
CCHF vOTU inh – blocks the CCHF virus ovarian tumor domain protease; inhibition, % at 11.5 µM; CCHFV vOTU protease, Pep-AMC fluorescence; hit rate 0.55% among 370,000; AID 651958; in the data active means inhibition above about 30%; further: 0% = vehicle wells with enzyme and 100% = no enzyme wells
TcdB inh – TcdB glycohydrolase inhibition. TcdB glycohydrolase enzymatic assay, plate reader. inhibition, % at 9.99 µM. hit rate 0.24% among 350,000. P18177; in the data active means inhibition above about 10%
Yp Topo-I inh – inhibitors of Yersinia pestis topoisomerase I | Y. pestis Topo-I cleavage product accumulation, plate reader | activity, % at 10 µM | hit rate 0.064% among 360,000; in the data active means activity above about 50%, passing the limit was not always enough; inconclusive means no clear call, values can overlap the other calls; further: inactives centre near 2
Vc quorum ag – inducers of Vibrio cholerae quorum light production without autoinducers; V. cholerae BH1578 lux reporter, luminescence, 6 h; hit rate 0.16% among 350,000; activation, % at 18.7 µM; AID 588436; in the data active means activation mostly above about 9.7%, no sharp cut-off; inconclusive means no clear call, values can overlap the other calls; inactive means mostly below about 3.7%; further: not every result past the cut was called active; inactives centre near 0; reference of the scale not given here
SARS 3CLpro inh – SARS-CoV 3CLpro protease inhibition; P0C6X7; hit rate 0.14% among 290,000; inhibition, % at 6 µM; recombinant SARS-CoV 3CLpro, quenched FRET peptide cleavage; AID 1706; in the data active means inhibition above about 12%
BoNT A protease – blocks Botulinum neurotoxin A light chain protease. AID 588499. inhibition, % at 10 µM. multiplex microsphere protease substrate cleavage, flow cytometry. hit rate 0.17% among 360,000; further: plate controls were buffer without enzyme for full effect and enzyme alone for no effect
PfHsp40 rescue – rescue of PfHsp40-mediated yeast toxicity; S. cerevisiae expressing PfHsp40, growth rescue, ATP luminescence; growth rescue, % at 12.5 µM; hit rate 0.68% among 340,000; in the data active means growth rescue above about 28%, passing the limit was not always enough; inconclusive means no clear call, values can overlap the other calls;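 further: yeast W303a lacking pdr1 and pdr3 grown in galactose medium; growth measured after three days at 30 °C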
The depositor's hits bear a star; i = inactive; u = inconclusive; x = not tested or not shown; & = joins results of further samples. Unless noted, no stated cut-off is given here; in the data, active means inhibition above about 30%; inconclusive means no clear call, values can overlap the other calls; inactive means below that.

SMILES	DUSP3 inh	Anthrax LF prot	SSB-PriA inh	CCHF vOTU inh	TcdB inh	Yp Topo-I inh	Vc quorum ag	SARS 3CLpro inh	BoNT A protease	PfHsp40 rescue
O=[N+]([O-])c1ccccc1/C=N/NC1=NCCN1	x	-1	x	-8	-0.5	-2	i	x	-1.1	-0.3
CCc1c(C)[nH]n(-c2ccc(Oc3ccccc3)c(S(=O)(=O)O)c2)c1=O	22	-1	-5	x	x	2	-2.8	0	u	1.7
CCOc1ccccc1CNC(=O)c1ccc2nc(N3CCOCC3)sc2c1	13	-1	1	-2	0.4	14	0.1	-6	0.3	-1.6
CCOc1cc(/C=C/C(=O)O)ccc1OCCOc1ccccc1	-26	28	-4	6	1.2	3	-0.5	3	-0.4	1.3
CC1(C)CC2C1CCC1(O)CC2(C)CCC1N(O)c1ccc(C(=O)NCCO)cn1 (configuration not stated)	x	0	0	9	-0.2	-2	i	x	-1.3	0.6
CCN(CC)CCCOC(=O)c1ccc(OC)cc1O	14	-1	-30	4	0.1	-10	-0.2	2	1.6	-1.3
Cc1c(Br)c([N+](=O)[O-])nn1CC(=O)NCc1ccccc1	14	7	-9	-6	1.3	-11	-0.6	0	-0.1	-0.2
Cc1oc(/C=N/NC(=O)CN(c2ccccc2Br)S(C)(=O)=O)cc1Br	27	-3	x	18	x	18	-0.3	-1	0.0	-1.7
CC(=NCc1ccc2c(c1)OCO2)c1c(O)n(Cc2ccccc2)c(=O)[nH]c1=O	31	3	1	-6	-0.7	16	-0.4	1	-1.3	1.9
O=C(Nc1nc(-c2cc(Cl)sc2Cl)cs1)c1cccs1	5	x	-15&-13	13	x	-11	i	-4	x	0.4
CC(C)N(Cc1nc(-c2ccc(Cl)cc2)no1)C(=O)C(c1ccccc1)c1ccccc1	11	-1	3	-8	x	14	-3.0	1	2.4	3.0
COc1cc2c(-c3ccc4c(c3)OCO4)c(-c3ccsc3)oc(=O)c2cc1OC	x	2	1	-11	1.1	17	i	x	-0.4	0.6
Cc1ccc(CN(C)C(=O)C2CCCN2C(=O)c2cccs2)o1 (configuration not stated)	15	4	-15	-6	x	-8	-0.5	-1	1.4	-1.8
O=C(NCCN1CCN(c2ccccc2)CC1)C1CCN(S(=O)(=O)N2CCOCC2)CC1	37	-13	-4	1	x	10	i	-2	-0.3	-0.6
Cc1ccccc1OCc1ccc(C(=O)N2CC(C)OC(C)C2)o1 (configuration not stated)	11	-2	2&-12	6	2.1	12	-4.5	7	1.5	0.0
CC(=O)Nc1cccc(C(=O)OC(C(=O)c2ccc(C)cc2)c2ccccc2)c1 (configuration not stated)	6	-16	-5	5	x	30	-0.3	8	-1.5	1.9
O=C1CC(N2CCN(C(c3ccccc3)c3ccccc3)CC2)C(=O)N1Cc1ccc(N2CCCC2=O)cc1 (configuration not stated)	-13	2	10	7	x	11	-1.2	-7	-0.6	1.4
N#Cc1ccc(OCC(=O)NC2=NCCS2)cc1	16	-1	-4	12	-0.4	4	-0.3	0	-0.1	-0.8
CC1=CC(=O)C=C(C)C1=NOC(=O)c1cccc([N+](=O)[O-])c1	12	-3	1	5	x	0	i	-2	-0.5	-1.1
CCOP(=O)(CN(CC)C(=O)c1ccccc1Br)OCC	4	-9	0	-8	-0.7	2	-0.7	4	u	-0.5
CCc1ccc(NC(=O)N(C2CCCCC2)C(C)c2cccnc2)cc1 (configuration not stated)	11	0	-1	-7	x	3	i	3	-1.8	-0.3
Cc1c(Cl)cnc(NC(=O)CSc2nncs2)c1Cl	-5	2	-8	-9	-0.6	3	3.8	-3	-0.1	-0.2
O=C(Cc1ccc(-c2ccccc2)cc1)NC1CCCC1	22	-5	-19	17	-0.3	-8	x	-1	-0.2	0.2
Cn1c(=O)c(=O)n(C)c2cc(S(=O)(=O)N3CCOCC3)ccc21	-9	12	-11	-4	x	-10	-0.2	0	2.4	0.3
CCOC(=O)c1cnc(SCC)[nH]c1=O	10&29	-1	-15	2	x	-9	-0.4	2&5	-0.2	0.3
COc1ccc(Cl)cc1C(=O)NNC(=O)CSc1nnc2ccccn12	26	-4	-3	16	x	3	-0.2	3	-0.7	-0.1
CCOC(=O)N1CCN(S(=O)(=O)CCNC(=O)c2ccc(OC)cc2)CC1	x	u	3&-12&-16	-1	3.8	3	i	x	u	-0.7
CCOC(=O)c1c(C)n(C)c2c(C)cc(O)c(OC(C)=O)c12	4	-6	0	0	x	-3	0.7	-3	-1.7	-0.6
COc1cccc(CNc2nc3nc(C)cc(=O)n3[nH]2)c1	17	3	-16	-7	x	0	i	8	-0.3	-0.6
COc1ccc(S(=O)(=O)N2CCN(CC(=O)Nc3ccccc3Cl)CC2)cc1	2	0	-7	11	0.9	19	i	-3	0.7	0.6
CCOC(=O)c1sc(NC(=O)C(CC)Sc2nnc3c4ccccc4n(C(C)C)c3n2)nc1C (configuration not stated)	25	-3	-9	-4	1.2	9	-0.2	-2	-0.5	-0.9
C=CCNC(=S)NN=C1CCCCCCC1	14	-3	-3	-6	0.1	4	0.3	-3	-0.5	2.3
C[C@H](O)[C@@H]1C(=O)N2CCc3ccc(N4CCN(C)CC4)cc3[C@@H]2C[C@@H]1N(C)C(=O)NC1CCCCC1	x	-2	0	14	0.4	2	i	x	-0.4	-0.5
Cc1cc(O)c2c(CN3CCN(Cc4ccccc4)CC3)cc(=O)oc2c1	-11	9	0	-1	2.9	25	1.4	3	-1.0	0.2
COc1ccc(NS(=O)(=O)c2ccc3nc(COc4ccc5ccccc5c4)[nH]c3c2)cc1	-17	-2	11	3	x	5	-0.2	1	-0.5	0.5
S=c1[nH]cnc2sc(Nc3ccccc3)nc12	13	12	-4	-2	1.1	-2	-0.4	4	1.2	2.1
O=C1C=CN2CCCCC2CC1 (configuration not stated)	x	-12	-2	-2	0.0	9	-1.0	x	2.1	0.7
O=C(COC(=O)CCSc1ccc(Cl)cc1)NCc1ccco1	5	0	-102	9	0.3	-7	-1.3	4	-0.8	0.2
COc1cccc(NC(=O)CSc2nc3ccsc3c(=O)n2-c2ccc(C(=O)O)cc2)c1	24	-5	4	-6	-0.2	9	-0.3	1	-0.5	-0.5
Cc1ccc(-n2c(SCC(=O)Nc3ccc(N4CCOCC4)cc3)nc3ccccc3c2=O)cc1	-8	0	-22	0	1.4	1	i	-4	-0.6	1.7
CC(C)Cn1c(N)c(C(=O)CSc2ccc3c(c2)OCCO3)c(=O)n(C)c1=O	20	9	-10	-2	x	4	-5.9	2	1.0	-1.0
COc1cc(OC)c2c(-c3ccccc3)cc(=O)oc2c1C(CCN1CCCCC1)c1ccc2c(c1)OCO2 (configuration not stated)	14	-6	25	-2	2.1	-1	-0.7	x	-0.9	2.1
CC(C)OC(=O)/C(=C/c1ccco1)c1ccccc1	8	x	-11	-8	0.5	-1	-1.6	1	x	-1.5
NC(=O)c1ccccc1NC(=O)CS(=O)(=O)Cc1ccccc1	32	-1	-14	13	x	-4	i	1	0.6	-1.6
O=C1CC(=O)N(c2cccc(Br)c2)C(=O)N1	21	-8	-11	10	0.3	-8	-1.2	-3	-2.1	-0.9
Cc1nn(C)c(C(=O)NNC(=S)NC2CCCCC2)c1Br	0	-2	-5	0	-0.3	-1	1.5	0	-0.1	-1.6
Cc1ccc(OCCC(=O)Nc2ccc(F)c(F)c2)cc1	4	1	-39	-3	0.8	-5	-0.4	-1	0.2	3.2
CCCCCCOc1ccc(/C(N)=N/O)cc1	15	-4	x	7	x	9	1.0	2	-0.3	0.3
CCOC(=O)c1sc(NC(=O)c2ccccc2)cc1C	-8	-10	-2	15	x	-7	-0.3	3	-0.5	0.5
N#Cc1ccsc1NC(=O)CN1C(=O)NC2(CCCC2)C1=O	x	-1	x	8	-1.4	-5	i	x	1.6	2.7
COCCNC(=O)CSc1nc2ccccc2c(=O)n1CCC(=O)NCCc1ccc(OC)c(OC)c1	10	-7	-3	26	0.3	2	-0.3	-2	0.4	-0.5
O=C(NCCCSc1ccccc1)c1cc(Br)ccc1O	5	-6	-64	11	-0.2	-6	x	2	3.0	196*
COC(=O)[C@]1(Cc2ccccc2)N[C@H](c2ccc(-c3cccc(Cl)c3)c(OC)c2)[C@@H]2C(=O)N(C)C(=O)[C@@H]21	x	2	-11	7	-0.9	0	i	x	-0.9	-0.5
CCC1(C)NC(=O)N(CC(=O)Nc2sc3c(c2C(=O)OC)CCCCC3)C1=O (configuration not stated)	18	-2	9	23	-4.0	-3	-1.1	2	-0.7	-0.8
COc1ccc(CN2CCN(Cc3cccc4nonc34)CC2CCO)c(C)c1C (configuration not stated)	18	-3	-1	-9	0.7	-1	i	-2	1.2	1.2
COC(=O)N(C)C[C@H]1OCc2cnnn2CCCC(=O)N([C@@H](C)CO)C[C@@H]1C	x	-5	x	-5	-0.2&0.0	5	i	x	-0.4	x
O=C(O)c1cccc(Nc2ccc3nonc3c2[N+](=O)[O-])c1	29	-15	-6	7	-0.1	2	i	0	-2.0	0.3
CCCCCCn1nc(C(=O)N(CCOC)c2c(N)n(CCCC)c(=O)[nH]c2=O)c2ccccc2c1=O	x	u	0	7	2.2	11	i	x	0.2	-1.7
COc1ccc(CCNc2cc(C)nc3c(-c4ccccc4OC)cnn23)cc1OC	14	-9	-21	-5	-0.6	15	-0.8	1	-1.2	-0.6
O=C(C1CCCCC1)N1C[C@@H](O)[C@H](n2cc(-c3ccc(F)cc3)nn2)C[C@@H]1c1ccc(Cl)cc1	x	-2	x	6	0.9	7	-0.3	x	0.1	x
Cc1cc(Cl)c(OCCCSc2nc(C)cc(=O)[nH]2)c(Br)c1	16	-1	-8	-6	1.2	7	-0.2	1	u	-1.3
COc1ccc(S(=O)(=O)N2CCN(Cc3ccc(OC)c(OC)c3)CC2)cc1	51*	42*	-6	-8	0.6	-8	1.6	7	-6.3	0.4

A different layout for some results above.
mol,DUSP3 inh,Anthrax LF prot,SSB-PriA inh,CCHF vOTU inh,TcdB inh,Yp Topo-I inh,Vc quorum ag,SARS 3CLpro inh,BoNT A protease,PfHsp40 rescue
CCOC(=O)c1sc(NC(=O)c2ccccc2)cc1C,-8,-10,-2,15,x,-7,-0.3,3,-0.5,0.5
N#Cc1ccsc1NC(=O)CN1C(=O)NC2(CCCC2)C1=O,x,-1,x,8,-1.4,-5,i,x,1.6,2.7
COCCNC(=O)CSc1nc2ccccc2c(=O)n1CCC(=O)NCCc1ccc(OC)c(OC)c1,10,-7,-3,26,0.3,2,-0.3,-2,0.4,-0.5
O=C(NCCCSc1ccccc1)c1cc(Br)ccc1O,5,-6,-64,11,-0.2,-6,x,2,3.0,196*
COC(=O)[C@]1(Cc2ccccc2)N[C@H](c2ccc(-c3cccc(Cl)c3)c(OC)c2)[C@@H]2C(=O)N(C)C(=O)[C@@H]21,x,2,-11,7,-0.9,0,i,x,-0.9,-0.5
CCC1(C)NC(=O)N(CC(=O)Nc2sc3c(c2C(=O)OC)CCCCC3)C1=O (configuration not stated),18,-2,9,23,-4.0,-3,-1.1,2,-0.7,-0.8
COc1ccc(CN2CCN(Cc3cccc4nonc34)CC2CCO)c(C)c1C (configuration not stated),18,-3,-1,-9,0.7,-1,i,-2,1.2,1.2
COC(=O)N(C)C[C@H]1OCc2cnnn2CCCC(=O)N([C@@H](C)CO)C[C@@H]1C,x,-5,x,-5,-0.2&0.0,5,i,x,-0.4,x
O=C(O)c1cccc(Nc2ccc3nonc3c2[N+](=O)[O-])c1,29,-15,-6,7,-0.1,2,i,0,-2.0,0.3
CCCCCCn1nc(C(=O)N(CCOC)c2c(N)n(CCCC)c(=O)[nH]c2=O)c2ccccc2c1=O,x,u,0,7,2.2,11,i,x,0.2,-1.7

The list is partial. The share of hits here may be higher or lower than overall.
